Autofluor 339 – intrinsic fluorescence of library compounds, ex339/em460 – biochemical, MLSMR library, data from DPM-DC assay, artefact control, profiling panel | fluorescence fold increase at 10 µM | 65,000 compounds, 5.5% hits | compound autofluorescence, ex339/em460 nm, NADH buffer; hits give high values; 1 = no-compound wells, NADH background;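 active means at 10 µM, mean starting fluorescence two-fold or more over control wells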;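 further: signal is the first read of a kinetic run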
A340 absorber – compound absorbs light at 340 nm | compound absorbance at 340 nm, fold over control | fold change at 10 µM | 65,000 tested, under 10 active;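 active means at 10 µM dose, initial 340 nm absorbance at least 2 fold that of control wells; inactive means change under 2 fold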;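 further: initial absorbance extrapolated from kinetic A340 decline of NADH oxidation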
TNAP act mid DEA – activators of human TNAP at intermediate phosphate acceptor. P05186. AID 813. activation factor at 20 µM. purified TNAP, CDP-star luminescence, 100 mM DEA, 30 min; hits give high values; scale: 0 levamisole-inhibited, 1 vehicle-only enzyme. 64,000 tested, under 10 active;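 active means activation factor of at least 2 at 20 µM, relative to controls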
SF1 activator – activators of human nuclear receptor SF-1. Q13285. AID 522. 65,000 compounds, 1.9% hits. CHO-K1 Gal4-SF-1 LBD luciferase reporter; % increase over DMSO SF-1-specific signal. activation, % at 10 µM;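 active means activation above the mean activation of all tested compounds plus 3 SD, cut at about 50% in these data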
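Material: Gal4–SF-1 LBD one-hybrid luciferase reporter in CHO-K1 cells | Amount: 4,000 cells per well | Compound dosing: 10 µM single point, 1% DMSO | Schedule: 20 h compound treatment, 37 °C | Measured by: SteadyLite luciferase luminescence | Evaluation: Percent activation versus DMSO | Control set: DMSO-treated SF-1-transfected cells as negative, DMSO-treated mock-transfected cells lacking SF-1 as background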
NADH coupling – inhibition of NAD/NADH coupling enzymes, library profiling. IC50, µM (top dose mostly 10 µM), for the others: top-dose inhibition. coupled PK/LDH NADH assays, four targets. AID 774. 65,000 compounds, 0.02% hits;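 active means single-dose screening hits from any of four coupled enzyme assays that gave an IC50 when retested across doses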;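 further: the DPM-DC format reads NADH fluorescence rather than 340 nm absorbance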
MMP13 inh – inhibitors of human MMP13. 65,000 compounds, 0.07% hits. inhibition, % at 4 µM. MMP-13 fTHP FRET cleavage, Mca fluorescence. P45452. AID 570;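 active means inhibition above the mean of compound-free control plate wells plus 3 SD, cut at about 14% in these data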;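 further: 0% = DMSO wells and 100% = wells with reference MMP-13 inhibitor after basal subtraction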
RORA act – activators of human nuclear receptor RORA; CHO-K1 Gal4-RORA LBD luciferase reporter, luminescence; percent increase over mock-subtracted basal signal; activation, % at 10 µM; 65,000 compounds, 1.5% hits; P35398;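 active means activation above the mean of all tested compounds plus 3 SD, cut at about 49% in these data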;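 further: 0% = DMSO-treated RORA cells and 100% = added signal equal to DMSO minus mock-transfected cells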
Target sequence (P35398 whole entry, looked up, the tested form may be a part): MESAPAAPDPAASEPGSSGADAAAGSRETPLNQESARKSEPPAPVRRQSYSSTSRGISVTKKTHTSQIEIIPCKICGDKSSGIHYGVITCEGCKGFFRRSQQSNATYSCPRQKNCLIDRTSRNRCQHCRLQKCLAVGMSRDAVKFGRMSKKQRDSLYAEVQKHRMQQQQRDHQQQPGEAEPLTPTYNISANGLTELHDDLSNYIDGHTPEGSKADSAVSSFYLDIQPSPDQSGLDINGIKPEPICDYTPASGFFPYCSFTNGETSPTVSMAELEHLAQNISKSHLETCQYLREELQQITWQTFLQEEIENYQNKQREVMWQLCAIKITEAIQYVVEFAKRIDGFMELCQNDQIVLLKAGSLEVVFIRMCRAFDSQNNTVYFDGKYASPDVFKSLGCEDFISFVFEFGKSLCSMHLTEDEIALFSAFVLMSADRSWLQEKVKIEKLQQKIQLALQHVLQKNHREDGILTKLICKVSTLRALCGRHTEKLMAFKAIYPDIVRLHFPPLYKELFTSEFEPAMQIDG
5HT1a ag – agonists of human 5-HT1a serotonin receptor; P08908; CHO 5-HT1a Ga15 NFAT-bla reporter, FRET ratio; 0% basal, 100% maximal reference agonist; activation, % at 10 µM; 65,000 compounds, 0.56% hits; AID 567;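 active means activation above the screen-wide mean activation plus 3 SD, cut at about 19% in these data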;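 further: 0% = DMSO wells and 100% = 5-CT at EC100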
Target sequence (P08908 whole entry, looked up): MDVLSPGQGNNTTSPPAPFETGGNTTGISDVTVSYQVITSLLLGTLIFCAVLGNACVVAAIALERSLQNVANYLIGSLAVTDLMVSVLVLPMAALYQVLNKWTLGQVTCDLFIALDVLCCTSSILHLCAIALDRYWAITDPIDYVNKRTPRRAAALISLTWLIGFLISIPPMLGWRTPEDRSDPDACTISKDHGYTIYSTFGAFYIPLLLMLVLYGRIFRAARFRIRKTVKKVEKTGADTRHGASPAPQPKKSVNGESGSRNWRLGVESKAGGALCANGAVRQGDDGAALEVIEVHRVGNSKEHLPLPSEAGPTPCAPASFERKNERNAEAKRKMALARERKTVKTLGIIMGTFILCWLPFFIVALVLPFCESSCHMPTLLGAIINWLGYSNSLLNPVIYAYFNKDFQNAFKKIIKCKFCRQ
5HT1a antag – blocks the human serotonin 5-HT1a receptor | AID 612 | P08908 | 62,000 compounds, 0.68% hits | inhibition, % at 10 µM | CHO 5-HT1a Ga15 NFAT-bla reporter, antagonist mode;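 active means inhibition above the mean of all tested compounds plus 3 SD, cut at about 43% in these data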;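 further: receptor stimulated by 5-CT agonist at 100 nM near EC80; beta-lactamase reporter measured by ratiometric fluorescence of a cleavable substrate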
An asterisk follows results filed as active; . = no result given. The order is random; any-hit rate near 8.9%.

SMILES | Autofluor 339 | A340 absorber | TNAP act mid DEA | SF1 activator | NADH coupling | MMP13 inh | RORA act | 5HT1a ag | 5HT1a antag
CCN1C(=O)c2cccc3c(NC(=O)C(C)(C)C)ccc1c23 | 1 | 1 | 0.9 | -5 | 8% | 1 | -16 | -1.4 | 6
N=C1C(c2ccccc2)=C(O)CN1c1ccc2c(c1)OCO2 | 1.1 | 1 | 0.9 | 9 | 6% | -2 | 23 | -1.9 | 13
O=C(c1ccc(COc2ccc3c(c2)CCC3)o1)N1CCN(c2ccccc2)CC1 | 1.1 | 1 | . | 18 | 4% | 0 | 25 | 2.6 | 6
CCCCOC(=O)C1=C(C)Nc2ncnn2C1c1ccc(OC)c(OC)c1OC (configuration not stated) | 1.1 | 1 | 1 | -12 | 3% | -4 | -25 | -1.4 | -4
COc1cc(C(=O)NC2CC3CCCC(C2)N3C2CC2)cc(OC)c1OC (configuration not stated) | 1.1 | 0.98 | 0.9 | -2 | 7% | -1 | 1 | 2.6 | -5
C=CCN=C(NC#N)SCc1ccccc1Cl | 1.1 | 1 | 0.9 | -12 | 2% | 0 | -9 | -1.1 | 11
Cc1ccc(OCC(O)CN2CCN(CC(O)COC(C)C)CC2)c(C(C)(C)C)c1 (configuration not stated) | 1.1 | 1.1 | 0.9 | 12 | 3% | 3 | 15 | 1.0 | 4
Cc1cc2c(c(C)nn2-c2ccccc2)c(=O)o1 | 1.1 | 1 | 1 | 13 | 8% | -3 | -3 | -1.8 | 1
CS(=O)(=O)N(CC(=O)Nc1ccc2c(c1)OCCO2)Cc1ccccc1 | 1 | 0.99 | 0.9 | -9 | 2% | 4 | 6 | 1.1 | -10
COc1ccc(N2C(=O)NC3CC2(C)Oc2ccc(Br)cc23)cc1OC (configuration not stated) | 1.1 | 1 | 0.9 | 17 | 0% | 2 | 21 | -2.5 | 8
COCC(C)NC(=O)NC(=O)c1ccc(Cl)cc1 (configuration not stated) | 1 | 0.99 | 0.9 | 1 | 1% | -1 | -12 | -2.1 | -2
CC(C)Cc1cc(C(=O)NCCc2ccccc2)no1 | 1 | 1 | 1 | 81* | 5% | 6 | 23 | -2.2 | -13
Cc1onc(-c2ccccc2Cl)c1C(=O)NCc1cccnc1 | 1 | 1 | 1 | -1 | 2% | 1 | 9 | -0.5 | -2
CCOc1ccc(NC(=O)COC(=O)Cn2cnnn2)cc1OCC | 1.1 | 1 | 0.8 | 4 | 4% | -4 | -6 | -1.9 | -12
O/N=C1/CCc2nonc2/C1=N/O | 1.1 | 1 | 0.9 | 10 | 4% | -1 | 11 | -1.8 | -5

Compound profiles, from the list above.
Cc1ccc(OCC(O)CN2CCN(CC(O)COC(C)C)CC2)c(C(C)(C)C)c1 (configuration not stated) across the screens: Autofluor 339: 1.1; A340 absorber: 1.1; TNAP act mid DEA: 0.9; SF1 activator: 12; NADH coupling: 3%; MMP13 inh: 3; RORA act: 15; 5HT1a ag: 1.0; 5HT1a antag: 4
COc1ccc(N2C(=O)NC3CC2(C)Oc2ccc(Br)cc23)cc1OC (configuration not stated) across the screens: Autofluor 339: 1.1; A340 absorber: 1; TNAP act mid DEA: 0.9; SF1 activator: 17; NADH coupling: 0%; MMP13 inh: 2; RORA act: 21; 5HT1a ag: -2.5; 5HT1a antag: 8

Other structures
SMILES | Autofluor 339 | A340 absorber | TNAP act mid DEA | SF1 activator | NADH coupling | MMP13 inh | RORA act | 5HT1a ag | 5HT1a antag
COc1ncnc(OC)c1NC(=O)c1ccc(F)cc1 | 0.76 | 0.98 | 0.9 | 0 | 33% | -5 | 5 | 2.0 | -10
COc1ccc2nc(C)c3c(c2c1)OC(C)C3 (configuration not stated) | 1.7 | 1.1 | 0.9 | 3 | 2% | -27 | -2 | -3.7 | -2
CCN(C(=O)COc1cc(=O)n(CC)c2ccccc12)c1cc(Cl)ccc1OC | 1.1 | 1 | 1 | -4 | 0% | 3 | -30 | -2.5 | 40
CCOC(=O)c1cc(=O)n2nc(-c3ccccc3F)nc2s1 | 1.1 | 1 | 0.8 | -5 | 2% | 0 | -16 | -2.6 | -2
O=C1C2CC=CCC2C(=O)N1c1ccc(OCC(O)Cn2nnc3ccccc32)cc1 (configuration not stated) | 1.1 | 1 | 0.9 | 0 | 3% | 2 | -13 | -0.6 | -7
CC(CN1CCN(C)CC1)OC(=O)c1ccccc1Cl (configuration not stated) | 1.1 | 1 | 0.9 | -9 | 5% | 8 | -25 | -1.6 | 11
C(=C\c1ccccc1)/CSc1nnc(-c2ccncc2)n1Cc1ccco1 | 1.1 | 1.1 | 0.9 | 8 | 1% | -2 | -6 | 0.0 | 6
CC(C)c1nc(C#N)c(NCCCn2ccnc2)o1 | 1.1 | 0.99 | 1 | -13 | 4% | 2 | -18 | 0.7 | -11
COC(=O)CCC(=O)N1CCc2cc(S(=O)(=O)N3CCN(c4ccccc4Cl)CC3)ccc21 | 1.1 | 1 | 1 | 13 | 4% | 5 | -20 | -1.7 | 14
COc1ccccc1OCCCCNC(C)(C)C | 1.1 | 1 | 0.9 | -8 | 2% | 0 | -8 | 0.8 | 3
CN(CC(=O)NC1CCCCC1)S(=O)(=O)c1cccc2cccnc12 | 1.1 | 1.1 | 0.9 | 26 | 1% | 9 | -10 | -1.6 | 0
O=C(O)c1cccc(S(=O)(=O)Nc2ccccc2Cl)c1 | 1.1 | 1 | 1 | 15 | 5% | 5 | -1 | -3.3 | 4
CCC(=O)Nc1cc(-c2nn(C)c(=O)c3ccccc23)ccc1N1CCCCC1 | 1.2 | 1 | 0.9 | 5 | 2% | -3 | -3 | 2.5 | .
COc1ccccc1NC(=O)C1=C(C)Nc2ncnn2C1c1ccccc1C (configuration not stated) | 1.2 | 0.98 | 1 | 8 | 5% | -2 | -12 | -3.1 | -6
O=C(c1ccccc1)c1ccc(C(=O)N2CCN(c3ccc(F)cc3)CC2)o1 | 1.1 | 1.1 | 0.9 | -18 | 3% | 1 | 4 | -0.8 | -5
CC(C)CNC(=O)C1CCN(c2ccc(S(=O)(=O)N3CCOCC3)cc2Cl)CC1 | 1.1 | 1.1 | 1 | 18 | 5% | 0 | 4 | 1.1 | 8
CC(C)CN(CC(C)C)C(=O)CS(=O)(=O)Cc1ccccc1 | 1 | 0.99 | 0.8 | 5 | 2% | -6 | -9 | -0.6 | -3
COC(=O)C(C#N)C(=C1C(=O)CC(C)(C)CC1=O)c1ccc(O)cc1 (configuration not stated) | 1.1 | 1 | 0.9 | -6 | 2% | 8 | -29 | -3.7 | -3
COc1ccc(S(=O)(=O)N2CCC(C(=O)N3CCCC3)CC2)cc1 | 1.1 | 1 | 0.9 | -19 | 4% | 4 | 17 | 1.8 | 25
CCCCCC(=O)N1CCN(c2ccc(C(C)=O)cc2F)CC1 | 1 | 1.1 | 1 | -6 | 7% | 10 | 11 | -0.4 | -2
CN(C)c1ccc(C2C3=C(CCCC3=O)OC3=C2C(=O)CCC3)cc1 | 1 | 1 | 0.9 | 3 | 1% | 8 | -10 | -0.5 | -3
COc1ccc(-n2c(Cc3cccn3C)nnc2SCC(=O)Nc2ccc3c(c2)OCO3)cc1 | 1.2 | 1 | 1 | 21 | 5% | 7 | -7 | -1.4 | -6
Cc1ccccc1Nc1nc(N)nc(CSc2nnc3sc4ccccc4n23)n1 | 1 | 1 | 0.9 | 18 | 5% | 1 | -9 | 0.5 | 7
COc1ccc(OC)c(C2CC(=O)N3CN(c4ccccc4)CSC3=C2C#N)c1 (configuration not stated) | 1.1 | 1.1 | 0.9 | 8 | 1% | 2 | -1 | 0.4 | -8
COC(=O)Cn1c2ccc(OC)cc2c2nc3ccccc3nc21 | 1.1 | 1.1 | 0.9 | 1 | 5% | 0 | -16 | 0.5 | 0
Cc1cc(-c2nnc3sc(-c4ccc(Cl)cc4Cl)nn23)n[nH]1 | 1.2 | 1 | 0.9 | -16 | 4% | -2 | -4 | -3.0 | -7
c1ccc(-c2nc(CSc3nnnn3-c3ccccc3)cs2)cc1 | 1.1 | 1.1 | 0.9 | 6 | 6% | 2 | 2 | 0.2 | 4
c1ccc(Cn2nnc3c(NCc4ccc5c(c4)OCO5)nc(C4CC4)nc32)cc1 | 1.2 | 1 | 1 | -18 | 1% | -5 | -10 | -0.9 | -7
COc1ccc(CCC(=O)Nc2ccc(-c3noc(-c4ccc(OC)c(OC)c4)n3)cc2)cc1 | 1.1 | 1.1 | 0.9 | 75* | 11% | -2 | 14 | 2.0 | -7
Cc1cc(C)nc(NC(=O)Nc2ccccc2C(F)(F)F)n1 | 1.1 | 1 | 1 | 15 | 5% | 6 | 29 | -1.6 | 11
Cc1nc2nc(CSc3nc4ccccc4s3)cc(=O)n2[nH]1 | 1.1 | 1 | 0.9 | 2 | 7% | -1 | -6 | -2.3 | 0
CCOC(=O)c1c2c(c(=S)n(-c3ccccc3)c1N)CCC2 | 1.1 | 1.1 | 0.8 | 6 | 7% | 5 | -6 | -0.5 | .
CCc1nn(CC(=O)NCCN2CCN(C)CC2)c(=O)c2cc3occc3n12 | 1.1 | 1.1 | 1 | 7 | 7% | 0 | 2 | 1.7 | 0
Cc1cc(C)n(-c2cc(-n3nc(C)cc3C)ncn2)n1 | 1.1 | 1 | 0.9 | -20 | 3% | -2 | -7 | -2.8 | 3
CCc1ccccc1NC(=O)N1C2CCCC1CC(NC(=O)C(C)(C)C)C2 (configuration not stated) | 1.1 | 0.98 | 0.9 | 17 | 2% | 8 | 0 | -0.3 | 5
COCCN(Cc1cc2cccc(C)c2[nH]c1=O)C(=O)c1ccccc1 | 1.3 | 1 | 0.9 | -8 | 3% | -2 | 9 | -1.1 | 3
CCC(=O)Nc1ccc(N2CCN(C(=O)c3ccccc3C)CC2)cc1 | 1.1 | 1.1 | 0.9 | -4 | 1% | 2 | 9 | -0.2 | 2
CCN(CC)C(=O)Cn1c(=O)n(Cc2ccccc2Cl)c2c1c(=O)n(C)c(=O)n2C | 1.1 | 1 | 0.9 | 0 | 2% | 1 | -16 | 2.0 | -7
Cc1ccc(-n2ncc3c(=O)n(CC(=O)NCC4CCCO4)cnc32)cc1 (configuration not stated) | 1.1 | 0.98 | 0.9 | 13 | 7% | -13 | 8 | -2.3 | 2
C/C(Cl)=C/Cn1c(NCCCn2ccnc2)nc2c1c(=O)[nH]c(=O)n2C | 1.1 | 1 | 0.9 | 4 | 0% | -1 | 3 | -3.0 | 9
CCn1c(=O)cc(OCC(=O)N(C)C2CCCCC2)c2ccccc21 | 1.1 | 0.99 | 1.1 | -6 | 4% | -8 | -20 | -1.2 | 13
CCOCC(=O)Nc1nc2ccc(C)cc2s1 | 1.1 | 1 | 1 | 3 | 3% | 5 | 5 | 1.6 | -3
COC(=O)c1ccc(NC(=O)c2sc3nc(-c4ccccc4)cn3c2C)cc1 | 1.6 | 1.1 | 0.9 | -38 | 4% | 4 | -39 | 1.7 | 1
C=CCn1c(SCC(=O)NCc2ccco2)nc2sc3c(c2c1=O)CCC3 | 1.1 | 1.1 | 0.9 | -9 | 9% | 0 | -14 | 1.5 | 3
CCN(CC)Cc1cc(CC(C(N)=O)C(N)=O)ccc1OC | 1.1 | 1 | 0.9 | 2 | 6% | 3 | -18 | -5.5 | 7
CC(C)OC(=O)CSc1nc2cccnc2n1C1CCCCC1 | 1.1 | 0.97 | 0.9 | -8 | 4% | -5 | -22 | -0.9 | -1
CC1(C)OC(=O)C(=CNC(CCC(N)=O)C(=O)O)C(=O)O1 (configuration not stated) | 1.1 | 1 | 0.9 | -7 | 2% | 8 | -10 | -6.5 | -10
